From PubChem BioAssay
MIN6 prolif = MIN6 beta-cell proliferation induction. MIN6 cells proliferation, ATPlite luminescence, 48 h; cells starved in 0.2% serum; 100% = growth in 10% serum. proliferation, % at 10 µM. hit rate 0.29% among 330,000;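 active = compounds whose signal lies at least 3.5 SD above the mean of all wells on their plate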;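 also: 0% = DMSO-treated cells in low-serum medium and 100% = 10% serum control; some compounds called inactive have numbers as strong as hits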
hIAP block = blocks human intestinal alkaline phosphatase. P09923. purified IAP, CDP-Star luminescence, 30 min. inhibition, % at 10 µM. hit rate 0.12% among 330,000. AID 2544;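 active = inhibition reaching a set limit with compound at 10 µM in the primary screen, cut at about 35% in these data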;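 also: plate controls were DMSO wells with enzyme for no effect and no-enzyme buffer wells for full effect; values of inactives mirror those of a sister screen read the other way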
Target sequence (P09923 whole entry, looked up): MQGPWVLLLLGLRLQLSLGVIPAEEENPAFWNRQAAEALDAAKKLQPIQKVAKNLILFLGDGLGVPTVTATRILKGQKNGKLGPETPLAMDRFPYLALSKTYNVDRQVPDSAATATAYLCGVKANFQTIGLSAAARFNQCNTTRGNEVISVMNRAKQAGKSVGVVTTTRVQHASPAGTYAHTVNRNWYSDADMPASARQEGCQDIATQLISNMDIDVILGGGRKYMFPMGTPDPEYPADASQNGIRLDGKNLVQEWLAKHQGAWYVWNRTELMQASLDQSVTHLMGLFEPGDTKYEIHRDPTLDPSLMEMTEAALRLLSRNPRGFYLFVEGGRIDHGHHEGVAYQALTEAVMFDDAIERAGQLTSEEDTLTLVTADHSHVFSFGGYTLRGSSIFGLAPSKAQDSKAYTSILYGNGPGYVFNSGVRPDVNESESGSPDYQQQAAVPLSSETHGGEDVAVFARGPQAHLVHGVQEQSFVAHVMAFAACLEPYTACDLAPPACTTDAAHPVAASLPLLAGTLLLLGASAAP
APOBEC3A inh = blocks human APOBEC3A ssDNA deamination; AID 493011; inhibition, % at 20 µM; hit rate 0.41% among 330,000; recombinant A3A, FAM/TAMRA ssDNA deamination fluorescence; P31941;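 active = at least 40% inhibition at 20 µM here, with at most 30% in a related deaminase screen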;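 also: plate controls were A3A with DMSO for no effect and wells lacking A3A enzyme for full effect; some results filed as inactive read as strong as hits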
hIAP act = increases human intestinal alkaline phosphatase activity. purified human IAP, CDP-Star luminescence, 30 min; active compounds read high; 1 = vehicle-only enzyme, 0 = enzyme-free background. activation factor at 10 µM. hit rate 0.16% among 330,000. AID 2524;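 active = activation factor of the enzyme at least 2-fold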; also: the source names both 10 and 20 µM as test concentration; values of inactives mirror those of a sister screen read the other way
A3G deaminase = blocks human APOBEC3G single-stranded DNA deamination | Q9HC16 | recombinant A3G, ssDNA deamination FAM/TAMRA fluorescence | inhibition, % at 20 µM | hit rate 0.28% among 330,000 | AID 493012;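 active = inhibition of at least 40% at 20 µM, with no more than 30% in the related APOBEC3A deaminase screen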;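 also: plate controls were DMSO wells with A3G for no effect and wells lacking A3G enzyme for full effect; some compounds called inactive have numbers as strong as hits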
MPTP inh = permeability transition pore inhibition; isolated mouse mitochondria, Ca2+ swelling absorbance, 30 min; inhibition, % at 10 µM; hit rate 1.4% among 360,000; AID 602449;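 active = inhibition of 50% or more, scaled per plate between neutral and stimulator controls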;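 also: 0% = DMSO wells given calcium and 100% = 1 mM EGTA wells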
mIAP activ = mouse IAP activation; muIAP, CDP-Star luminescence, 30 min; active compounds read high; 1 = vehicle-only enzyme signal, 0 = enzyme-free wells; activation factor at 10 µM; hit rate 0.24% among 330,000;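 active = activation factor of at least 2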; also: the source names both 10 and 20 µM as test concentration; values of inactives mirror those of a sister screen read the other way
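System: Mouse IAP enzyme | Also added: CDP-Star substrate | Dosing: Compounds dispensed in DMSO | Schedule: 30 min enzyme-substrate-compound incubation at room temperature | Technique: Chemiluminescence readout | Control set: DMSO-only wells and no-enzyme negative control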
mIAP inh = blocks mouse intestinal alkaline phosphatase. purified mouse IAP, CDP-Star luminescence, 30 min. inhibition, % at 10 µM. hit rate 0.2% among 330,000. AID 2806;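 active = inhibition of at least 40% at 10 µM in the primary screen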;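 also: plate controls were DMSO with enzyme for no effect and no enzyme wells for full effect; values of inactives mirror those of a sister screen read the other way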
ATG4B inh = blocks human ATG4B protease cleavage of LC3 substrate; Q9Y4P1; ATG4B cleavage of LC3-PLA2, NBD-HPC fluorescence, 1 h; inhibition, % at 8.33 µM; hit rate 0.51% among 340,000; AID 504462; in the data active = inhibition above about 40%
Target sequence (Q9Y4P1 whole entry, looked up): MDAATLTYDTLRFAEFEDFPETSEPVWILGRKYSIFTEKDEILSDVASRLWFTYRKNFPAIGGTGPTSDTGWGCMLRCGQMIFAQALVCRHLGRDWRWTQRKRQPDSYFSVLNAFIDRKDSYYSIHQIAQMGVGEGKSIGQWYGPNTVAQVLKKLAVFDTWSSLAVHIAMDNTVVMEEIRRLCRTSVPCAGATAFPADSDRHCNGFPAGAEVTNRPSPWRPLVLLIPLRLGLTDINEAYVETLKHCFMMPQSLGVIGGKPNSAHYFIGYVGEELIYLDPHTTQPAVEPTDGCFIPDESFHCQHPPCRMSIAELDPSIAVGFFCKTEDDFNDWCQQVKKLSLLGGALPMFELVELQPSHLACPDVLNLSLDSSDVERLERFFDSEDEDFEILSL
An asterisk follows results filed as active; . = not tested or not shown; & = joins results of further samples.

Below each compound: MIN6 prolif	hIAP block	APOBEC3A inh	hIAP act	A3G deaminase	MPTP inh	mIAP activ	mIAP inh	ATG4B inh
- COc1cccc(OC)c1OCCCNC1CCCC1
  -4	-22	-8	1.2	1	-1.6	1.1	-9	-3
- Cc1cc(C)c2nc(N3CCC(C(=O)N4CCCC4)CC3)sc2c1
  -3	3	0	0.97	4	0.1	1.1	-10	10
- CCCCCn1c(C(Cc2ccccc2)NC(=O)COC)nc2ccccc21 (centres undefined)
  1	-4	1	1	-7	0.0	0.97	3	5
- CS(=O)(=O)N1CCN(c2ccc([N+](=O)[O-])c(SCc3ccco3)c2)CC1
  -2	16	-2	0.84	-6	-1.3	0.81	19	13
- COc1ccc(-c2nc(NC(=O)c3ccc(OCC(=O)N4CCOCC4)c(OC)c3)sc2C)cc1
  -3	-7	2	1.1	2	0.3	1	-4	-15
- CCCC(=O)Nc1nnc(-c2ccc3c(c2)OCCO3)o1
  -4	2	1	0.98	-4	0.5	0.93	7	0
- Cc1nn(-c2ccccc2)c(C)c1NC(=O)COC(=O)c1cccc(OC(F)F)c1
  -3	8	-5	0.92	-6	1.2	1.1	-13	-3
- COc1ccc(CSCC(=O)NCCC(C)C)cc1
  -1	-9	1	1.1	-3	-0.1	0.92	8	-5
- O=C(O)c1ccc(S(=O)(=O)c2ccc(Sc3ccc(C(=O)O)c(C(=O)O)c3)cc2)cc1
  1	6	0	0.94	-9	-0.8	0.97	3	31
- CCOc1ccccc1N1CC(C(=O)Nc2ccccc2N2CCCC2)CC1=O (centres undefined)
  -5	8	0	0.92	3	-0.9	1	-1	1
- Cc1cc(C(F)(F)F)nn1CC(=O)NNC(=S)Nc1ccc(Cl)cc1
  2	-53	-1	1.5	-1	1.2	0.93	7	-2
- CCN(CC)c1ccc2cc(/C(N)=N/NC(=O)c3cccs3)c(=O)oc2c1
  -4	6	10	0.94	19	.	0.77	23	.
- CCC(=O)N1CCc2cc(S(=O)(=O)NC(Cc3ccccc3)C(=O)NC3CCCC3)ccc21 (centres undefined)
  0	9	-3	0.91	-5	-1.3	1	0	-7
- CCN(CC)CCCn1c(=S)[nH]c2ccccc2c1=O
  0	14	3	0.85	3	0.6	1.1	-8	-8
- Clc1cccc(OCCn2cncn2)c1Cl
  1	15	-1	0.85	0	1.4	1	0	-10
- CC1(C(=O)N2CCC(CC3CC(c4ccc(Cl)cc4)=NO3)(C(=O)NCC3CCCCC3)CC2)CC1 (centres undefined)
  -4	20	-4	0.8	-10	-1.5	1.2	-18	-4
- c1ccc(-c2nc3ccccc3s2)nc1
  -1&0	13&10	3&-4	0.87&0.9	-2&-4	-1.0&0.1	1&0.95	-4&5	-13&1
- O=C(Nc1ccncc1)C1CCC(CNS(=O)(=O)c2cccc3nsnc23)CC1 (centres undefined)
  -2	-14	-2	1.1	-1	5.2	1	-4	-15
- COCCCNC(=O)Cn1cc(/C=C(\C#N)C(=O)NC2CCCC2)c2ccccc21
  -2	0	-2	1	-6	0.2	0.96	4	5
- Cc1ccc(NC(=O)c2c(C)nn(-c3ccccc3)c2Cl)c(C)c1
  6	-9	-4	1.1	-7	0.8	1.2	-16	-1

Below each compound: MIN6 prolif	hIAP block	APOBEC3A inh	hIAP act	A3G deaminase	MPTP inh	mIAP activ	mIAP inh	ATG4B inh
- CC(=O)c1ccc(NC(=O)C2CCCN2S(=O)(=O)c2cccs2)cc1 (centres undefined)
  6	37*	-3	0.63	-9	-0.1	0.94	6	-2
- O=C(CCc1nnc(-c2ccc3c(c2)OCO3)o1)N(Cc1ccncc1)CC1CCCO1 (centres undefined)
  -4	-6	-1	1.1	-4	-1.1	1	-2	0
- Cc1cc(C)cc(C(=O)N2CCN(Cc3ccc4c(c3)OCO4)CC2)c1
  -2	14	-3	0.85	-6	0.3	0.97	2	0
- CCOC(=O)C1=C(COC(=O)COc2ccc(Br)cc2)NC(=O)NC1C (centres undefined)
  -2	-26	-5	1.3	16	-1.4	1	-3	-6
- Cn1cccc1Cc1nnc(SCC(=O)N2CCc3ccccc32)n1-c1ccc(F)cc1
  -2	10	0	0.9	-5	-0.5	1	0	3
- CCSc1nc2ccccc2n1C(=O)/C=C\c1ccc(OC)c(OC)c1
  -3	2	-2	0.98	-6	0.3	1.1	-6	-5
- CN(C)S(=O)(=O)c1ccc(NC(=O)CN2C(=O)NC3(CCCC3)C2=O)cc1
  1	5	-2	0.95	-9	-0.6	0.94	6	7
- CCOC(=O)C1=C(c2ccccc2)Nc2ncnn2C1c1ccc(O)cc1 (centres undefined)
  -1	-2	-2	1	-5	1.3	0.95	5	3
- CC1(C)Cc2c(sc3ncn4c(=S)[nH]nc4c23)CO1
  1	4	0	0.96	42*	-5.8	0.64	36	-8
- C=CCNC(=O)c1c[nH]c2ccc(S(=O)(=O)N(C)c3ccc(OCC)cc3)cc2c1=O
  -2	-17	1	1.2	-10	-0.5	0.94	6	-6
- Nc1c(C(=O)c2ccc(Cl)cc2)sc2nsc(SCCN3CCOCC3)c12
  -3	7	3	0.93	-2	12	0.89	11	-1
- CC(OC(=O)c1ccco1)C(=O)Nc1nc(-c2ccccc2)cs1 (centres undefined)
  -4	-6	-1	1.1	4	0.0	0.96	4	-7
- CCCCn1c(=O)[nH]c(=O)c2c1nc(-c1ccc(-c3ccc(F)cc3)o1)n2C
  0	-25	-4	1.3	-5	.	1.1	-9	0
- Cc1ccc(C(=O)Oc2ccccc2N2C(=O)C3CCCCC3C2=O)cc1 (centres undefined)
  -1	-23	-1	1.2	-7	0.4	1	-2	-6
- COc1ccc(OC)c(C(=O)CC2OC(=O)c3ccccc32)c1 (centres undefined)
  -1	9	1	0.91	0	-3.0	0.89	11	-9
- COc1cc(CSc2nnnn2-c2ccc(C)cc2)cc(OC)c1OC
  -4	-12	-4	1.1	-6	92*	1	-5	5
- O=C(O)/C(=C\c1ccco1)NC(=O)c1cccc2ccccc12
  -2	-7	10	1.1	2	9.9	0.95	5	8
- COc1ccc(S(=O)(=O)Nc2ccccc2OC)cc1NC(=O)c1cc2ccccc2oc1=O
  0	-7	-2	1.1	-2	1.8	0.98	2	-16
- COc1cccc(CNC(=O)CC2Sc3ccccc3NC2=O)c1 (centres undefined)
  0	7	-2	0.93	-8	-0.5	1.1	-6	-4
- CCc1ccc(CN2CCC(CO)(CC3CCCCO3)CC2)o1 (centres undefined)
  1	-15	-5	1.1	-8	0.0	1.1	-6	15

9 structures already listed, ordered by length of the SMILES, ascending:
Below each compound: MIN6 prolif	hIAP block	APOBEC3A inh	hIAP act	A3G deaminase	MPTP inh	mIAP activ	mIAP inh	ATG4B inh
- c1ccc(-c2nc3ccccc3s2)nc1
  -1&0	13&10	3&-4	0.87&0.9	-2&-4	-1.0&0.1	1&0.95	-4&5	-13&1
- COc1cccc(OC)c1OCCCNC1CCCC1
  -4	-22	-8	1.2	1	-1.6	1.1	-9	-3
- COc1ccc(CSCC(=O)NCCC(C)C)cc1
  -1	-9	1	1.1	-3	-0.1	0.92	8	-5
- CC1(C)Cc2c(sc3ncn4c(=S)[nH]nc4c23)CO1
  1	4	0	0.96	42*	-5.8	0.64	36	-8
- CCSc1nc2ccccc2n1C(=O)/C=C\c1ccc(OC)c(OC)c1
  -3	2	-2	0.98	-6	0.3	1.1	-6	-5
- CCOc1ccccc1N1CC(C(=O)Nc2ccccc2N2CCCC2)CC1=O (centres undefined)
  -5	8	0	0.92	3	-0.9	1	-1	1
- Cc1ccc(C(=O)Oc2ccccc2N2C(=O)C3CCCCC3C2=O)cc1 (centres undefined)
  -1	-23	-1	1.2	-7	0.4	1	-2	-6
- Cc1cc(C)cc(C(=O)N2CCN(Cc3ccc4c(c3)OCO4)CC2)c1
  -2	14	-3	0.85	-6	0.3	0.97	2	0
- CCCCn1c(=O)[nH]c(=O)c2c1nc(-c1ccc(-c3ccc(F)cc3)o1)n2C
  0	-25	-4	1.3	-5	.	1.1	-9	0

Following part.
Below each compound: MIN6 prolif	hIAP block	APOBEC3A inh	hIAP act	A3G deaminase	MPTP inh	mIAP activ	mIAP inh	ATG4B inh
- CC1CCN(C(=S)c2cn(Cc3ccccc3F)c3ccccc23)CC1
  -3	-9	-1	1.1	-2	-0.5	0.92	8	3
- COc1ccc(CN(Cc2ccccn2)S(=O)(=O)c2ccc(-n3cnnn3)cc2)cc1
  1	-7	-4	1.1	-4	-2.2	1	-4	-6
- COc1ccccc1CN1C[C@@H]2C[C@@H](c3ccc4nsnc4c3)N3CCC[C@@]23C1=O
  -3	-2	-3	1	-3	-0.1	0.92	8	9
- Cc1ccc([N+](=O)[O-])cc1NC(=S)NC(=O)c1c(Cl)cnn1C
  -5	20	-5	0.8	-4	1.8	0.97	2	9
- O=C(CCn1c2c(c3ccccc31)CCCC2)NNC(=O)c1ccc([N+](=O)[O-])cc1
  0	-23	-3	1.2	-2	1.9	0.88	12	4
- CC1(C)C(=O)OC(C(=O)c2ccccc2)C2(CCCCC2)C1=O (centres undefined)
  0	4	-2	0.96	-4	1.5	0.98	2	-11
- O=C1/C(=C/c2ccc(Cl)cc2)SC(=S)N1CCC(=O)N1CCCCC1CCO (centres undefined)
  -2	-36	2	1.4	2	0.8	0.82	18	2
- COc1cc(C2C(C#N)=C(N)Oc3cc(N(C)C)ccc32)cc2c1OCO2 (centres undefined)
  -4	20	-5	0.8	-12	2.2	1	0	-1
- O=C(Nc1cc(F)ccc1F)C1CCCN1S(=O)(=O)c1cccc2nsnc12 (centres undefined)
  1	3	0	0.97	-4	-0.2	0.98	2	0
- O=C(Nc1cccnc1)c1c(F)c(F)c(F)c(F)c1F
  -3	3	-1	0.97	-8	-1.2	1	-2	-6
- CC(=O)c1ccc(Oc2cc(C)nc(N3CCOCC3)n2)cc1
  -3	-3	-6	1	-9	0.8	0.91	9	6
- COc1cc(/C=C(\NC(=O)c2cc(OC)c(OC)c(OC)c2)C(=O)NC(C(=O)O)c2ccccc2)cc(OC)c1OC (centres undefined)
  -3	13	2	0.87	23	-1.0	1.1	-9	4
- CN1CCN(C(=O)C2=C[C@@H](c3csc4ccccc34)C[C@@H](OCCCCO)O2)CC1
  -2	-1	-2	1	-9	-0.3	1.1	-7	-8
- Cc1ccc(S(=O)(=O)c2cc3ccccc3oc2=Nc2ccc3c(c2)OCO3)cc1
  -2	2	-2	0.98	-1	2.6	0.8	20	-4
- CN(C)/C=C/C(=O)c1ccc(Cl)cc1
  -2	6	1	0.94	-1	2.9	0.99	1	4
- Cc1ccc(NC(=O)C(=O)NCCCN2CCCC2=O)cc1
  -2	-28	-3	1.3	3	-1.0	1	0	5
- COC(=O)c1ccccc1S(=O)(=O)Nc1ccc(OC)nc1
  -2	2	-2	0.98	-5	-0.5	1.1	-9	-6
- Cc1ccc(NC(=S)N2CCC(NC(=O)c3ccc(F)cc3)CC2)cc1C
  -1	2	2	0.98	7	0.3	1	-4	11
- Cc1cc(C)nc(Nc2cc([N+](=O)[O-])ccc2C)n1
  1	-4	-1	1	-5	-0.3	1.1	-6	-1
- NNC(=O)C1c2ccccc2Oc2ccccc21
  -1	-4	-1	1	-5	0.4	0.94	6	-5
